High-throughput results from PubChem.
12-LOX inh = Primary qHTS assay for inhibitors of human arachidonate 12S-lipoxygenase (ALOX12): Round 2. AID 1671190, 2021. Potency, µM (doses to about 108 µM), inactives show top-dose activity change, negative = inhibition, usual class: inhibitors. purified 12hLO, xylenol orange hydroperoxide absorbance. 1.1% of 580,000 active. Polyunsaturated fatty acid lipoxygenase ALOX12 (Homo sapiens), P18054; further: potency means the concentration at half of the fitted maximal effect; on the % scale 0 is the no-effect control and ±100 the full control effect
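Purified human 12hLO at 150 nM in 25 mM Hepes, 0.01% Triton X-100, pH 7.0, preincubated 15 min at room temperature with compound. Reaction started with 40 uM arachidonic acid, 30 min at room temperature. Hydroperoxide measured by Fe-xylenol orange, 573/405 nm absorbance ratio.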
Apoferritin bind = qHTS Assay for Identification of Novel General Anesthetics; Ferritin light chain (Equus caballus), P02791; apoferritin/1-aminoanthracene competitive binding, fluorescence; Potency, µM (doses to about 77.5 µM), for the others: at the top dose activity change, negative = displacement, hits mostly inhibitors; 0.074% of 350,000 active; AID 485281, 2010; further: potency means the concentration at half of the fitted maximal effect; on the % scale 0 is the no-effect control and ±100 the full control effect; nearly all actives have a fitted effect of over 20% in size
Target sequence (P02791 2-175 limits assumed): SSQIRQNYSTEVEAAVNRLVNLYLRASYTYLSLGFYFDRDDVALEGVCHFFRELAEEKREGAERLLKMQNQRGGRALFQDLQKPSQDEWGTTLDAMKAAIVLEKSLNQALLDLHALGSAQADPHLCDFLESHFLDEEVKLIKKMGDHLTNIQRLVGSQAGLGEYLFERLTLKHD
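Steps: apoferritin (10 uM) was premixed with half-saturated 1-AMA in PBS, compounds were pin-transferred, plates stood 10 min at room temperature, fluorescence was read at 380/535 nm, and curves were fitted with a Hill equation.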
POLH inh = qHTS for Inhibitors of Polymerase Eta | AID 588591, 2011 | recombinant Pol eta, fluorescent DNA replication assay | 1.2% of 390,000 active | Potency, µM (doses to about 114 µM), without a hit: at the highest dose activity change, negative = inhibition, most hits filed as inhibitors; further: potency means the concentration at half of the fitted maximal effect; on the % scale 0 is the no-effect control and ±100 the full control effect
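Fluorescent replication assay: 50 nM final substrate added after a 15 min room-temperature compound preincubation with 10 nM enzyme. Signal taken at 0 min and again at 10 min.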
LDHA block = qHTS assay for inhibitors of human lactate dehydrogenase | purified LDHA, NADH/diaphorase-resazurin fluorescence; stronger effect = lower value | activity change, % (values are at about 110 or 230 µM) | 0.15% of 480,000 active; in the data active means activity change below about -30%; inconclusive means mostly about -25% to -30%;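 further: plate controls were DMSO wells for no effect and wells without enzyme for full effect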
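Enzyme activity of human lactate dehydrogenase 5 (2 nM; 0.06 mM NADH, 0.2 mM pyruvate, 5 min, RT) is measured via a resazurin/diaphorase fluorescence readout of residual NADH.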
Pol kappa inh = qHTS for Inhibitors of Polymerase Kappa; DNA polymerase kappa (Homo sapiens), Q9UBT6; purified Pol kappa, fluorescent DNA synthesis assay, 10 min; Potency, µM (highest dose often 107 µM), without a hit: top-dose activity, negative = inhibition, most hits filed as inhibitors; 0.53% of 400,000 active; AID 588579, 2011; further: potency means the concentration at half of the fitted maximal effect; on the % scale 0 is the no-effect control and ±100 the full control effect
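Kinetic fluorescence screen: compound preincubated 15 min RT with 10 nM enzyme; 50 nM substrate (final) initiates; reads at 0/10 min.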
APE1 inh = qHTS Assay for Inhibitors of the Human Apurinic/apyrimidinic Endonuclease 1 (APE1) | recombinant APE1, TAMRA/BHQ-2 abasic DNA cleavage fluorescence | Potency, µM (highest dose often 65.8 µM), for inactives: at the highest dose activity change, negative = inhibition, most hits filed as inhibitors | 0.35% of 350,000 active | AID 2517, 2012;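 further: potency means the concentration at half of the fitted maximal effect; plate controls were vehicle for no effect and reference inhibitor for full effect; nearly all actives have a fitted effect of over 55% in size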
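Step 1: APE1 (0.75 nM) with compound, 15 min RT. Step 2: add 50 nM fluorophore/quencher THF duplex. Step 3: three fluorescence reads 60 s apart (525/598 nm); read 3 minus read 1 = reaction progress.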
RGS4 inhibitor = Inhibitors of Regulator of G Protein Signaling (RGS) 4: qHTS. Potency, µM (titrated, usually from 114 µM), without a hit: top-dose activity change, negative = inhibition, usual class: inhibitors. AID 504845, 2011. Transcreener GDP fluorescence polarization, RGS4-accelerated GTP hydrolysis. 0.039% of 390,000 active. Regulator of G-protein signaling 4 (Homo sapiens), P49798; further: potency means the concentration at half of the fitted maximal effect; on the % scale 0 is the no-effect control and ±100 the full control effect; nearly all actives have a fitted effect of over 75% in size; some results filed as inactive show a strong effect at the top dose
Target sequence (P49798 whole entry, looked up): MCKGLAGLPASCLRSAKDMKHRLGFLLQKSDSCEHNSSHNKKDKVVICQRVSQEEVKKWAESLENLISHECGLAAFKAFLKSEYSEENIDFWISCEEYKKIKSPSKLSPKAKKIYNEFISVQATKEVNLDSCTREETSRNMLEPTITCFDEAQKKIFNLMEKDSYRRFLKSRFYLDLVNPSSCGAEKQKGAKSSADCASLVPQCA
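MLSMR compounds (23 nl, pin-transferred) preincubated 10 min at room temperature with a 500nM (2x) first reagent, then RGS4 at 900nM (2x) plus Transcreener GDP mix added; fluorescence polarization (620/688 nm) read before and after 90 min at 30 °C.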
POLB inh = qHTS Assay for Inhibitors of DNA Polymerase Beta. P06746. Pol beta primer extension/strand displacement, fluorescence kinetic. Potency, µM (highest dose often 114 µM), for inactives: top-dose activity change, negative = inhibition, usual class: inhibitors. 1.3% of 340,000 active. AID 485314, 2010; further: potency means the concentration at half of the fitted maximal effect; on the % scale 0 is the no-effect control and ±100 the full control effect
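Preincubation: enzyme (10 nM) with compound, 15 min, RT. Reaction: substrate added to 50 nM final. Reads: 0 and 10 min. Analysis: normalized, Hill fit.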
ERG Ets-DNA blk = qHTS for Small Molecule Inhibitors of the ERG Ets/DNA interaction | Transcriptional regulator ERG (Homo sapiens), P11308 | fluorescence polarization, His-ERG Ets domain / labelled DNA | Potency, µM (series often up to 76.9 µM), without a hit: at the top dose FP activity, negative = inhibition, actives largely listed as inhibitors | 0.028% of 370,000 active | AID 624246, 2012; active means well fitted inhibition curve with a large enough effect in the polarisation, with a control signal flat; inconclusive means small, poorly fitted or top-dose-only effect, or effect the other way, or a change in a side signal; inactive means no such curve, though single readings can be large or run the other way; the % refers to the polarisation;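 further: polarization taken with two DNA probes labelled with fluorescein and Texas red; potency means the concentration at half of the fitted maximal effect; % of control where 0% means no effect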
Target sequence (P11308 whole entry, looked up, the tested form may be a part): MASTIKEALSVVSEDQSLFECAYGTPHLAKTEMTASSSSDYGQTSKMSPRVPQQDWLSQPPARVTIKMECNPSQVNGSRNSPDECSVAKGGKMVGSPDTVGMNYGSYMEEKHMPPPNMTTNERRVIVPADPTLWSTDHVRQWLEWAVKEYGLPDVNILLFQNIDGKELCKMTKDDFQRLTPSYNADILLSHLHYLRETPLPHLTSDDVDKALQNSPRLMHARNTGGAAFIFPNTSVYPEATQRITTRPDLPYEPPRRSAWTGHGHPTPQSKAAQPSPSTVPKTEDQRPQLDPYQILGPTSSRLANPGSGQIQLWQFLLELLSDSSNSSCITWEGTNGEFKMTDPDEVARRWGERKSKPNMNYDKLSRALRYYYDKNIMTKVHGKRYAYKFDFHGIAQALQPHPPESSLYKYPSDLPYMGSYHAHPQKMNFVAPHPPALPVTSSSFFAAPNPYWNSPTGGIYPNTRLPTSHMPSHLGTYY
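His-tagged ERG Ets domain (1 uM in the protein solution; 300mM KCl, 50mM Tris-HCl, 1mM EDTA, 1mM DTT, pH 7.5) received compound, then a probe mix of 5 nM fluorescein-DNA and 100nM Texas-615-DNA. Fluorescence polarization was read for both dyes.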
Numbers without * were called inactive; ? = inconclusive; nt = not tested or not shown; & = joins results of further samples; [ ] = remark or other dose. Unless noted, the call rests on the fitted dose curve; in most records, active means well fitted curve in the direction sought with a large enough effect; inconclusive means small, poorly fitted or top-dose-only effect, or another doubt; inactive means no such curve, though single readings can be large; an effect the other way counts as inactive or inconclusive. These rows are one share of the data, so the mix of outcomes need not match the whole.

SMILES	12-LOX inh	Apoferritin bind	POLH inh	LDHA block	Pol kappa inh	APE1 inh	RGS4 inhibitor	POLB inh	ERG Ets-DNA blk
Cc1ccc(-n2[nH]c(C)c(/C=N/Nc3ccc([N+](=O)[O-])cc3[N+](=O)[O-])c2=O)cc1	-10%	-9%	-13%	0	-41%	-3%	-12%	10%	-3%
COC(=O)c1nn(C23CC4CC(CC(C4)C2)C3)c2c1C(=O)N(c1ccc(Br)cc1)C2=O	69%[activator]	3%	-4%	-7	-4%	-1%	3%	0%	12%
COc1cc2c(cc1OC)C(c1ccc(-c3ccc(Cl)c(Cl)c3)o1)=NCC2	?	?	-5%	2&5	-23%&-16%	-1%	-44%	-3%	3%
CCN(CC)C(=O)C1CCCN(C(=O)c2cc(COc3ccc4ncccc4c3)on2)C1 (centres undefined)	-2%	-10%	-3%	-1	-1%	14%	-20%	-14%	-6%
C[C@@H](CN1CCC[C@H]1CN1C(N)=NC[C@@H]1Cc1ccccc1)N1C[C@@H](Cc2ccccc2)N(CCc2ccc(Cl)c(Cl)c2)C1=N	nt	nt	-9%	-1	-13%	-16%	-22%	nt	19%
CC(C)c1onc(C(=O)Nc2ccc3c(c2)OCO3)c1[N+](=O)[O-]	nt	-19%	-1%	4	-3%	8%	-15%	36%	-9%
O=C1C(=O)N(C2CCN(C(=O)c3ccc(F)cc3)CC2)CCN1Cc1ccc(F)cc1	-13%	-10%	-20%	-4	-4%	nt	-6%	2%	4%
COc1ccc(S(=O)(=O)N(C)C)cc1NC(=O)Cc1cccs1	-2%	-14%	-25%	-8	3%	-1%	13%	46%	-6%
CC1=NN(C(N)=S)C(=O)C1N=Nc1ccc(F)cc1 (centres undefined)	?	3%	-23%	-1	-5%	30%	-22%	-1%	1%
O=C(OCc1nnc(-c2ccccc2)o1)c1cc2ccccc2cc1O	0%	-21%	-16%	3	-12%	13%	-32%	17%	-1%
O=C(CSc1nc2ccccc2c(=O)n1-c1ccccc1)N1CCN(CCO)CC1	-7%	-7%	-4%	-7	-7%	-1%	-6%[56.9 µM]	27%	-11%
COc1ccc(Cn2nnnc2C(c2cc3cccc(C)c3[nH]c2=O)N2CCN(C)CC2)cc1 (centres undefined)	0%	-7%	-14%	-2	-10%	1%	-9%[56.9 µM]	-2%	-2%
Cc1ccc(C(=O)N2CCCC(C(=O)c3cc(F)ccc3F)C2)s1 (centres undefined)	-1%	?	-10%	-5	-2%	0%	40%	3%	7%
CC(C)(C)NC(=O)C1N(c2cccnc2)C(=O)C2C(C(=O)Nc3ccccc3F)C3(C)C=CC21O3 (centres undefined)	5%	-7%	-6%	-11	-8%	-1%	17%	32%	2%
CCN(C[C@H]1N[C@@](CC)(C(=O)OC)[C@H]2C(=O)N(C)C(=O)[C@@H]12)S(=O)(=O)c1ccc(-c2ccccc2)cc1	25%	nt	-9%	-1	-18%	4%	8%	nt	6%
Cc1ccc(NC(=O)C2CCCN(S(=O)(=O)c3ccc4[nH]c(=O)ccc4c3)C2)c(C)c1 (centres undefined)	1%[57.4 µM]	-11%	-8%	-5	4%	-5%	4%	-14%	-9%
CN1C(=O)/C(=C2\SC(=S)N(C(CCC(=O)O)C(=O)O)C2=O)c2ccccc21 (centres undefined)	55%[activator]	-8%	-6%	14	-14%	1%	23%[11.4 µM]	0%	-3%
CSc1nnc2ccc(-c3cccs3)nn12	-10%	-5%	?	-4	6%	-4%	-6%	26%	-2%
CCN(CC)CCNc1nc(-c2ccccc2)c2c(c1C#N)CC(C)(C)OC2	334%[activator]	-12%	-6%	2	-7%	6%	16%	-10%	-1%
Cc1c(C(=O)O)nn(-c2ccccc2)c(=O)c1C#N	20%	6%	-23%	-4	-2%	?	-19%	2%	-3%
CSCC[C@H](NC(=O)OC(C)(C)C)c1nnc(SCC(=O)Nc2c(C)cccc2C)o1	11%	-13%	-11%	-4	0%	2%	-16%	-3%	1%
O=C(NCCOCCn1c(=O)oc2ccccc21)Nc1cccc(Cl)c1	?	-7%	-8%	-2	7%	nt	-3%	43%	2%
O=C(CSc1nc2ccccc2c(=O)n1-c1ccccc1)N/N=C/C=C/c1ccccc1[N+](=O)[O-]	-7%	-4%	-10%	-9	0%	0%	-8%	6%	-12%
COCCNc1cnn(-c2ccccc2)c(=O)c1Cl	-1%	-2%	-14%	0	6%	13%	-9%	13%	9%
O=S(=O)(CC(CN1CCCCC1)N1CCCCC1)c1ccc2ccccc2c1 (centres undefined)	-4%	-9%	-7%	1	2%	-1%	-22%	1%	-9%

The last 2 records of the part before open the next one.
SMILES	12-LOX inh	Apoferritin bind	POLH inh	LDHA block	Pol kappa inh	APE1 inh	RGS4 inhibitor	POLB inh	ERG Ets-DNA blk
COCCNc1cnn(-c2ccccc2)c(=O)c1Cl	-1%	-2%	-14%	0	6%	13%	-9%	13%	9%
O=S(=O)(CC(CN1CCCCC1)N1CCCCC1)c1ccc2ccccc2c1 (centres undefined)	-4%	-9%	-7%	1	2%	-1%	-22%	1%	-9%
CCOc1ccc(Cl)cc1S(=O)(=O)n1cnc2cc(C)c(C)cc21	-14%	-13%	-8%	-10	0%	-4%	-1%	2%	1%
COC(=O)Cn1c(O)c(N=NC(=O)OC)c2ccccc21	0%	-5%	-2%	2	-16%	0%	14%	-2%	22%
CC(C)CCNC(=O)COc1cccc2c1OC(C)(C)C2	-1%	-10%	-13%	1	5%	1%	-11%	1%	2%
COc1ccccc1S(=O)(=O)Cc1ccc(C(=O)NC2CCCCCC2)o1	-1%	-4%	-10%	-1	-23%	5%	-2%[11.4 µM]	-26%	-10%
COc1cc2c(cc1OC)C(Nn1cnnc1)=NC1(CCCC1)C2	0%	-4%	-12%	-8	-3%	5%	-12%	30%	-2%
CCOC(=O)C1CCN(C(=O)c2c(-c3c(F)cccc3Cl)noc2C)CC1	4%	-14%	-8%	-3	0%	-5%	-3%	18%	-1%
O=C1CC(C(=O)NC2CCCCC2)C(c2ccccc2)O1 (centres undefined)	0%	11%	-9%	3	-3%	3%	-13%	-6%	12%
COc1ccc(C2=NOC(CN3C(=O)c4ccccc4S3(=O)=O)C2)cc1 (centres undefined)	0%	?	8%	-2	-4%	-4%	-1%	10%	1%
Cc1ccc(CN2C(=O)c3ccccc3C2C(=O)NCc2cccnc2)cc1 (centres undefined)	-3%[57.4 µM]	-8%	-15%	-4	-20%	-2%	-9%	8%	11%
O=C(NCCc1ccccc1Cl)C1CCC(=O)N(C2CCCCCC2)C1 (centres undefined)	-3%	-5%	-5%	-13	-4%	2%	18%	13%	-2%
CC1(c2ccncc2)Nc2ccccc2-c2nc3ccccc3n21 (centres undefined)	?	1%	-15%	-5	-8%	4%	6%	5%	2%
O=C(O)COc1nsnc1N1CCOCC1	0%	-9%	3%	-13	0%	3%	21%	13%	1%
O=C(COc1ccccc1)N1CCN(S(=O)(=O)Cc2ccccc2)CC1	11%	-10%	-10%	-4	-3%	0%	-13%	1%	nt
COc1ccc(NC(=O)CSc2nc(N)c3cc4c(nc3n2)CCCC4)cc1	-10%	-10%	-5%	-6	-10%	-4%	11%	40%	2%
O=S(=O)(N=C(NS(=O)(=O)c1ccc(Cl)cc1)c1ccccc1)c1ccc(Cl)cc1	-19%	nt	2%	-9	-6%	25%	14%	nt	8%
COc1ccc(-c2nc(Cn3c(SCc4ccc(F)cc4)nc4ccncc43)c(C)o2)cc1OC	11%[57.4 µM]	-11%	-9%	-1	-11%	0%	-9%	0%	1%
CCOC(=O)N1CC=C2C(C#N)=C(N)C(C#N)(C#N)[C@H](c3ccc(OC(C)C)c(OCC)c3)[C@H]2C1	-2%	?	?	1	-14%	-1%	-18%	-3%	-1%
COc1cccc(OC)c1C(=O)N=c1sc2cc(S(C)(=O)=O)ccc2n1C	32%[activator]	-9%	-24%	-6	1%	1%	-11%	0%	7%
CCCn1cc(CN2CCC(Oc3ccc(C(=O)N4CCCC4)cc3)CC2)c(C)n1	8%	-10%	-17%	-3	-3%	18%	18%	13%	-5%
O=S(=O)(NCc1ccc2c(c1)OCO2)c1cnc[nH]1	29%	-5%	-5%	5	9%	2%	-8%	15%	3%
Cn1c(=O)c2c(ncn2CC(=O)OCC(=O)c2ccc(F)c(F)c2)n(C)c1=O	-5%	-5%	-15%	1	-9%	4%	-44%	-17%	5%
CCC(=O)NS(=O)(=O)c1cccnc1Nc1ccc(Cl)cc1	21%	-19%	-12%	-12	-9%	-3%	13%	-1%	2%
Cc1cccc(NC(=O)c2cc([N+](=O)[O-])ccc2N2CCCCC2)n1	-7%	-7%	-10%	1	-5%	2%	-4%	4%	2%
CCOC(=O)C1(Cc2cccc(F)c2)CCN(C(=O)c2cnccn2)CC1	-14%	-13%	-19%	-8	-1%	-1%	-2%	-2%	6%
